High-throughput results as filed in PubChem.
SF-1 act = activators of human nuclear receptor SF-1 | Q13285 | activation, % at 10 µM | hit rate 1.9% among 65,000 | CHO-K1 Gal4-SF-1 LBD luciferase reporter; % increase over DMSO SF-1-specific signal;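 active = activation above the mean activation of all tested compounds plus 3 SD, cut at about 50% in these data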
Target sequence (Q13285 whole entry, looked up, the tested form may be a part): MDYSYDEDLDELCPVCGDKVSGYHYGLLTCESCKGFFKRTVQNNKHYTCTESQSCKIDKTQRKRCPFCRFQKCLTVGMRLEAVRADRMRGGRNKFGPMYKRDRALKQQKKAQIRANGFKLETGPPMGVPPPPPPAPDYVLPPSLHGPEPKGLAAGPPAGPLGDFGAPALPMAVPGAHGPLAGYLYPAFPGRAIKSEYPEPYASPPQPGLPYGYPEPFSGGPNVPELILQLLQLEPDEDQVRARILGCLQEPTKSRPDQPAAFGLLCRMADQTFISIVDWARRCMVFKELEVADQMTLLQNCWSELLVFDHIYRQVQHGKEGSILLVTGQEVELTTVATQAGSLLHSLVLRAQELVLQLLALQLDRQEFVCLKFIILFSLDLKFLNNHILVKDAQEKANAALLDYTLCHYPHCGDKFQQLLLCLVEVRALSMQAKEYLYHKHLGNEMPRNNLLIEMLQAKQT
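System: CHO-K1 cells with Gal4–hSF-1 LBD chimera plus Gal4-driven luciferase; quantity: 4,000 CHO-K1 cells per well; compound: one dose, 10 µM compound, 1% DMSO; times: 20 h compound treatment, 37 °C; measured by: SteadyLite luciferase luminescence; read-out: percent activation versus DMSO; benchmarks: DMSO and mock-transfected background; replicates: one test per compound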
NADH coupling = inhibition of NAD/NADH coupling enzymes, library profiling; hit rate 0.02% among 65,000; AID 774; coupled PK/LDH NADH assays, four targets; IC50, µM (highest dose often 10 µM), for the others: at the highest dose inhibition;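 active = single-dose screening hits from any of four coupled enzyme assays that gave an IC50 when retested across doses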;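 also: the DPM-DC format reads NADH fluorescence rather than 340 nm absorbance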
HEK293 NFkB inh = lowers PMA/ionomycin-induced NF-kB signal in HEK293 cells; HEK-293 NF-kB luciferase reporter, luminescence; inhibition, % at 3 µM; hit rate 0.21% among 62,000; AID 465;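 active = inhibition above the mean of all tested compounds plus 3 SD, cut at about 40% in these data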;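 also: 0% = stimulated DMSO wells and 100% = 10 µM reference inhibitor 5653914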
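Material: HEK-293 cells with stable firefly luciferase reporter driven by four HIV NF-kB elements / Also added: PMA plus ionomycin mix as NF-kB-activating stimulus / Compound dosing: 3 µM once, 0.30% DMSO / Times: 1 h pretreatment, 16 h stimulation, 37 °C / Signal: luminescence / Evaluation: per-plate % inhibition versus controls / Benchmarks: DMSO and 10 µM reference inhibitor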
tolC growth inh = growth inhibitors of E. coli BW25113 tolC mutant; hit rate 2.2% among 65,000; growth inhibition, % at 10 µM (by protocol); OD615;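 active = growth inhibition at or above a cutoff equal to the mean over every tested compound plus 3 SD, cut at about 60% in these data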;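 also: growth measured after 20 h incubation at 37 °C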
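Test system: E. coli BW25113 ΔtolC::kan bacteria | Medium: Kanamycin-containing LB broth (50 µg/mL) | Dosing: One dose of 10 µM final | Times: 20 h incubation with compound, 37 °C | Detection: Optical density read at 615 nm | Read-out basis: Percent growth inhibition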
TNAP act mid DEA = human TNAP activation, intermediate phosphate acceptor; purified TNAP, CDP-star luminescence, 100 mM DEA, 30 min; active compounds read high; scale: 0 levamisole-inhibited, 1 vehicle-only enzyme; activation factor at 20 µM; 64,000 tested, under 10 active; AID 813;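 active = activation factor of at least 2 at 20 µM, relative to controls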
Jurkat viability = reduces viability or proliferation of Jurkat cells; AID 463; Jurkat E6.1 viability, ATP luminescence, 48 h; inhibition, % at 4 µM; hit rate 1.2% among 56,000;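 active = inhibition above the mean inhibition of all tested compounds plus 3 SD, cut at about 28% in these data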
D1 mod = allosteric modulators of human D1 dopamine receptor. P21728. HEK293 D1, CRE-luciferase, dopamine EC30 potentiation; actives deviate in either direction. B-score at 10 µM. hit rate 5.9% among 58,000. AID 641;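 active = luminescence count or its row- and column-corrected plate score outside the 99.7% band of the plate's sample wells, on either side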
Target sequence (P21728 whole entry, looked up): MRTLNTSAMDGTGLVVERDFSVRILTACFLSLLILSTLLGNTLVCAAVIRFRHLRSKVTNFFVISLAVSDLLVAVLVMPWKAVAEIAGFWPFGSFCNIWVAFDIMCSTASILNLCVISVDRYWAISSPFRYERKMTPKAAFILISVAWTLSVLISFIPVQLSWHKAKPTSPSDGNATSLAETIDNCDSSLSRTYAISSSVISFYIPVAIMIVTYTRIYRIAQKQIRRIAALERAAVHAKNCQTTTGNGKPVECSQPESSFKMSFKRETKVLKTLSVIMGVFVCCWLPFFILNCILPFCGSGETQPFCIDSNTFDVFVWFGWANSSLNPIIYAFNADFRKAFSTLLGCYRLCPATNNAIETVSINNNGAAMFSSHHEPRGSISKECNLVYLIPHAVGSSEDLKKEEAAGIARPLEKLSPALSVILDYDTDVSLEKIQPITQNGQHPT
M1 antag = M1 muscarinic receptor (rat) antagonism. CHO-M1 cells, Fluo-4 calcium, ACh EC80 antagonist mode; active compounds read low. B-score at 10 µM. hit rate 3.4% among 64,000. AID 628;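 active = calcium fluorescence response, raw or row-and-column corrected B-score, differing from the plate sample mean either way at a set confidence level, mostly lower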
M1 agonist = activates the M1 muscarinic receptor; AID 626; hit rate 3% among 64,000; B-score at 10 µM; CHO-M1 cells, Fluo-4 calcium fluorescence, agonist mode; active compounds read high;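 active = fluorescence rise, raw or as B-score row- and column-corrected plate score, outside the 99.7% band of its plate's samples, either direction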
An asterisk follows results filed as active; x = not tested or not shown; [ ] = dose if it differs, or a comment. Compounds were not picked by outcome (roughly 15% active in at least one column).

cpd	molecule	SF-1 act	NADH coupling	HEK293 NFkB inh	tolC growth inh	TNAP act mid DEA	Jurkat viability	D1 mod	M1 antag	M1 agonist
1	COC(=O)c1cc(CSc2nc3ccc(C)cc3[nH]2)oc1C	2.7	3.0%	10.2	73.2*	1	x	x	-0.357	-1.1
2	Cc1cc(C(F)(F)F)nc(NCc2cccnc2)n1	-12.2	3.0%	16.5	13.1	0.8	x	1.05	-1.77	0.139
3	CC(C)Cn1c(CNC(=O)c2ccccc2)nc2ccccc21	-7.5	7.0%	17.2	20.1	1	x	0.334	-0.0501	3.83
4	CCCS(=O)(=O)N1CCCC(C(=O)NCCN(Cc2ccccc2)C(C)C)C1 (configuration not stated)	-1.6	7.0%	0.3	-31.6	0.9	-7.2	0.0573	-1.85	-0.55
5	CN(C(=O)c1cccc(N2C(=O)C3CC=CCC3C2=O)c1)C1CCCCC1 (configuration not stated)	6.0	7.0%	18.0	-7.8	1	-0.5	-0.0703	0.589	-0.102
6	Cc1c(NC(=O)c2cc3nc(-c4ccccc4)cc(C)n3n2)c(=O)n(-c2ccccc2)n1C	3.3	14.0%	7.9	2.5	1	4.5	0.64	-2.16	0.441
7	CCn1c(SCC(=O)NCc2ccco2)nc2c1c(=O)n(C)c(=O)n2C	-1.3	6.0%	2.4	-14.8	1	-1.2	-0.368	0.809	0.835
8	COc1cc(C(=O)NCC(c2cccnc2)N2CCN(C)CC2)cc(OC)c1OC (configuration not stated)	26.1	7.0%	10.1	-28.9	1	-4.4	0.541	0.00207	-0.131
9	Cc1ccc(Cn2c(SCC(=O)Nc3cc(C)on3)nc3ccccc3c2=O)cc1	-26.7	7.0%	10.3	-11.9	1	-3.4	0.87	-0.00892	-0.462
10	COc1ccc(N2CCN(C(=O)CSc3nnc(C)c(=O)[nH]3)CC2)cc1	1.2	3.0%	8.9	-12.5	0.9	-1.7	-0.12	0.839	-0.0229
11	Cc1cccc(NC(=O)C2CCCN(S(=O)(=O)c3c(C)nn(C)c3C)C2)n1 (configuration not stated)	6.9	10.0%	20.1	-1.8	1	10.2	-0.411	-0.0793	-0.0144
12	O=C(c1ccc2snnc2c1)N1CCCC1	-2.3	1.0%	1.6	-13.6	0.9	-6.3	x	0.0983	0.304
13	CCC(Sc1nc(C)cc(C)n1)C(=O)O (configuration not stated)	-1.9	4.0%	9.0	-15.1	0.9	-9.3	-0.434	0.39	1.14
14	O=C(c1cc2ccccn2n1)N1CCCC1	34.5	4.0%	5.8	-16.7	0.9	0.0	-0.28	0.672	-0.505
15	COc1ccc(C2=Nn3c(nnc3-c3ccccc3OC)SC2)cc1OC	-44.1	0.0%	46.9*	12.5	0.9	99.2*	40.5*	-0.35	0.00862
16	Cc1nc(NC2=NCN(CCc3ccccc3)CN2)nc2ccccc12	1.2	4.0%	24.6	27.4	0.9	7.9	x	-8.96*	0.139
17	CCOC(=O)c1c(NC(=O)CSc2nnc(CNc3ccc(OC)cc3)n2C)sc(C)c1C	-4.5	4.0%	5.9	23.6	0.9	7.1	2.91	-0.479	0.476
18	COc1ccc(NC(=O)CCCC2=NS(=O)(=O)c3ccccc3N2)cc1	-0.3	6.0%	17.3	-8.7	1	-1.3	0.605	0.7	-0.343
19	COc1cc(OC)c(OC)cc1/C=N/n1c(C)nnc1C	5.4	10.0%[fluoresces]	11.4	-14.8	1	3.4	0.285	-0.282	0.453
20	CC(=O)Nc1nc2ccc(-c3nc4ccccc4o3)cc2s1	37.8	5.0%[fluoresces]	-19.5	11.6	0.9	12.3	-0.636	-1	-0.267
21	Cc1cnc(NC(=O)CSc2nnc(-c3cccs3)n2C)s1	-6.1	5.0%	-4.2	9.4	0.9	-3.3	-0.492	0.666	-0.267
22	CC[C@H](C)[C@H](NS(=O)(=O)c1ccc(C)cc1)C(=O)N1CCC(C(=O)N[C@H](C(=O)O)C(C)C)CC1	16.6	7.0%	2.9	-19.4	0.8	0.3	0.257	-0.0131	-0.587
23	Cc1cc(C)c(S(=O)(=O)Nc2ccc(O)cc2)c(C)c1	-1.3	4.0%	11.3	8.0	0.9	1.4	0.0954	0.00874	-1.12
24	Cc1c(C(=O)NCc2ccc3c(c2)OCO3)oc2ccc(S(=O)(=O)N3CCC(C)CC3)cc12	-1.2	5.0%	14.7	12.5	1	x	-0.645	x	x
25	O=C(CC1NCCNC1=O)OCc1ccccc1 (configuration not stated)	1.2	3.0%	15.0	-15.9	1	-3.3	0.335	0	-0.244
26	O=C(CN1C(=O)c2ccccc2C1=O)Nc1nnc(C2CCCO2)s1 (configuration not stated)	19.4	7.0%	11.6	-20.8	0.9	9.8	0.914	0.643	0.0257
27	Cc1ccc(O)c(-c2cc(-c3ccccc3C)[nH]n2)c1	4.8	8.0%	-3.7	100.0*	1.1	-0.1	0.109	0.632	-0.493
28	CC12CC3CC(C)(C1)CC(C(=O)Nc1nn[nH]n1)(C3)C2	-8.3	3.0%	-8.4	25.9	1	-3.2	0.429	-0.0786	0.0175
29	Cc1ccc(Nc2nc(N)nc(CSc3nnnn3-c3ccccc3)n2)cc1	-0.4	10.0%	6.5	-11.3	1	1.4	7.08*	0.201	-0.223
30	Cc1nn(C(C)C(=O)N2CCCCC2)c(=O)c2c1sc1ccccc12 (configuration not stated)	-8.8	7.0%	11.4	-1.9	1	-2.4	x	0.643	1.72
31	CC(C)OC(=O)c1ccc(OC(=O)c2cccnc2)cc1	3.7	4.0%	3.6	-2.5	0.9	-3.3	x	-0.295	0.72
32	COC(=O)C1C(c2ccccc2)C(C(=O)N2CCOCC2)C1c1ccccc1 (configuration not stated)	6.6	8.0%	9.9	-9.2	0.9	-1.1	-0.381	1.14	-0.528
33	c1ccc(-c2nc3nonc3c3nc4ccccc4n23)cc1	2.6	9.0%	0.1	-14.7	0.8	-5.7	0.799	-0.885	-0.699
34	N#C/C(=C(\O)c1ccco1)c1ccccn1	30.0	6.0%	6.4	-2.6	1	0.7	x	-1.69	0.62
35	Cc1ccc(Cc2cncc(O)c2)cc1S(=O)(=O)O	-16.8	4.0%	17.2	-13.7	1.1	5.0	-0.0784	-0.895	-0.786
36	CCOC(=O)Nc1cc2c(C)cc(=O)oc2cc1C	4.1	15.0%	3.8	-9.2	0.9	0.1	0.433	0.0329	0.91

Part of the list above in order of number of heavy atoms, ascending.
cpd	molecule	SF-1 act	NADH coupling	HEK293 NFkB inh	tolC growth inh	TNAP act mid DEA	Jurkat viability	D1 mod	M1 antag	M1 agonist
36	CCOC(=O)Nc1cc2c(C)cc(=O)oc2cc1C	4.1	15.0%	3.8	-9.2	0.9	0.1	0.433	0.0329	0.91
33	c1ccc(-c2nc3nonc3c3nc4ccccc4n23)cc1	2.6	9.0%	0.1	-14.7	0.8	-5.7	0.799	-0.885	-0.699
32	COC(=O)C1C(c2ccccc2)C(C(=O)N2CCOCC2)C1c1ccccc1 (configuration not stated)	6.6	8.0%	9.9	-9.2	0.9	-1.1	-0.381	1.14	-0.528

Next part
cpd	molecule	SF-1 act	NADH coupling	HEK293 NFkB inh	tolC growth inh	TNAP act mid DEA	Jurkat viability	D1 mod	M1 antag	M1 agonist
37	CCNC(=O)NC(=O)COC(=O)CCCSc1nc2ccccc2[nH]1	3.1	5.0%	4.6	1.9	0.9	-1.7	-0.0171	-0.401	-0.716
38	CCOC(=O)CN=C1CC(C)(C)CC2=C1Sc1ncnc(N(C)C)c1N2	3.8	7.0%	5.6	-7.9	1	-1.0	5.43*	-1.36	8.2*
39	c1cc(N2CCCC2)ccc1C(c1nnnn1C1CCCCC1)N1CCOCC1 (configuration not stated)	-7.2	5.0%	2.4	-13.6	0.9	11.3	0.0364	-1.14	0.736
40	CCc1ccc2oc(-c3ccc(N)cc3)nc2c1	-50.8	12.0%[fluoresces]	-49.2	28.1	0.9	0.7	-5.51*	-0.0391	0.427
41	Cc1cc(C)n(CCn2nc(C)cc2C)n1	-9.9	8.0%	-10.9	-31.8	1	-8.5	-0.137	1.19	0.0788
42	C=C(C)Cn1c(-c2ccccc2)nc2ccccc21	-7.1	2.0%	6.2	14.2	0.9	7.3	0.52	-0.216	-0.143
43	O=C(CCC1N=C2c3ccccc3N=C(SCc3ccc(F)cc3)N2C1=O)NCc1ccco1 (configuration not stated)	8.9	4.0%	19.4	17.8	0.9	5.8	x	x	x
44	Cc1ccc(N2C(=O)c3ccccc3C2Nc2ccccc2F)nc1 (configuration not stated)	-5.0	4.0%	19.9	18.3	1	10.9	0.735	0.999	0.529
45	CS(=O)(=O)c1ccc(Cl)c(C(=O)O)c1	4.7	9.0%	10.5	-11.3	0.9	-5.7	-0.0918	-0.442	-0.0196
46	CC(C)(C)C1=C[C@@H](CO)C[C@@H](CO)C1	4.3	3.0%	14.5	1.2	0.9	-4.9	-1.28	0.966	-0.068
47	Cc1sc2nc(CN(Cc3cccs3)C(=O)NC3CCCCC3)[nH]c(=O)c2c1C	-13.1	2.0%	16.9	89.3*	0.9	-3.6	-0.0376	1.51	-0.249
48	N#Cc1c(NC(NC(=O)c2ccco2)C(=O)c2ccccc2)sc2c1CCCC2 (configuration not stated)	-6.6	4.0%	17.0	65.5*	0.9	5.8	0.466	0.449	-0.149
49	O=C(CCS(=O)(=O)c1ccc(Br)s1)NCc1ccc2c(c1)OCO2	13.8	4.0%	-5.1	-7.8	0.9	-8.3	-1.15	-0.00142	-0.51
50	CCn1c(C(=O)N2CCC(C(=O)N3CCN(c4ccccn4)CC3)CC2)cc2sccc21	-13.0	3.0%	-5.6	-7.8	1	5.7	-1.17	-0.704	2.55*
51	OCCN(Cc1ccccc1)Cc1cccc(F)c1	11.6	15.0%	0.2	-6.3	0.8	-0.2	0.404	0.012	0.789
52	CCOC(=O)c1sc(=S)n(-c2ccc3c(c2)OCO3)c1N	2.6	6.0%	12.9	11.8	0.9	x	1.13	0.104	0.232
53	Nc1nc2n(n1)C(c1ccccc1)CC(c1ccc(F)cc1)N2 (configuration not stated)	30.3	4.0%	6.3	5.5	1	-2.0	6.03*	-0.589	0.0391
54	CCOC(=O)Cc1cc(=O)n(-c2nc3ccccc3s2)[nH]1	7.3	6.0%	9.9	-2.0	1	-6.1	0.266	0.953	0.105
